HDAC3 inh = human HDAC3 inhibition; O15379; recombinant HDAC3, fluorogenic peptide/trypsin coupled, fluorescence; 320,000 compounds, 0.15% hits; AID 2718; inhibition, % at 8.3 µM; in the data active = inhibition above about 26%, passing the limit was not always enough
TMEM16A inh = inhibitors of mouse TMEM16A calcium-activated chloride channel | Q8BHY3 | HEK293 TMEM16A/YFP iodide influx fluorescence, ionomycin | normalized B-score (activity score, 25-100; higher = stronger inhibition) at 10 µM | 310,000 compounds, 1.2% hits | AID 588511;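 active = ratio plate-corrected score three or more library SD toward inhibition, starting fluorescence score within five deviations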;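 also: score derived from kinetic fluorescence span divided by baseline fluorescence per well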
SKKanGAS inh = inhibitors of SKKanGAS S. pyogenes growth in kanamycin (SK-promoter or general growth effect); BacTiter-Glo, 6 h; inhibition, % at 7.5 µM; 300,000 compounds, 1.3% hits;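 active = mean replicate score, as percent of positive control median, at least 50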;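 also: strain carries kanamycin resistance gene driven by streptokinase promoter and grows in 40 µg/ml kanamycin; loss of luminescence reflects streptokinase promoter inhibition or plain growth inhibition; 0% = median of DMSO wells and 100% = positive control at its reference dose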
TRPC6 inhibitor = inhibitors of mouse TRPC6 channel; 310,000 compounds, 1.1% hits; HEK293-TRPC6, membrane potential dye, ACh-evoked depolarization; hits give low values; AID 2553; B-score at 10 µM;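 active = B-score under library mean minus 3 SD, initial fluorescence not abnormally high, positive integrated signal ratio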;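 also: B-score derived from integrated fluorescence ratio over the kinetic read; more negative B-score means stronger inhibition of depolarization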
Target sequence (Q61143 whole entry, looked up): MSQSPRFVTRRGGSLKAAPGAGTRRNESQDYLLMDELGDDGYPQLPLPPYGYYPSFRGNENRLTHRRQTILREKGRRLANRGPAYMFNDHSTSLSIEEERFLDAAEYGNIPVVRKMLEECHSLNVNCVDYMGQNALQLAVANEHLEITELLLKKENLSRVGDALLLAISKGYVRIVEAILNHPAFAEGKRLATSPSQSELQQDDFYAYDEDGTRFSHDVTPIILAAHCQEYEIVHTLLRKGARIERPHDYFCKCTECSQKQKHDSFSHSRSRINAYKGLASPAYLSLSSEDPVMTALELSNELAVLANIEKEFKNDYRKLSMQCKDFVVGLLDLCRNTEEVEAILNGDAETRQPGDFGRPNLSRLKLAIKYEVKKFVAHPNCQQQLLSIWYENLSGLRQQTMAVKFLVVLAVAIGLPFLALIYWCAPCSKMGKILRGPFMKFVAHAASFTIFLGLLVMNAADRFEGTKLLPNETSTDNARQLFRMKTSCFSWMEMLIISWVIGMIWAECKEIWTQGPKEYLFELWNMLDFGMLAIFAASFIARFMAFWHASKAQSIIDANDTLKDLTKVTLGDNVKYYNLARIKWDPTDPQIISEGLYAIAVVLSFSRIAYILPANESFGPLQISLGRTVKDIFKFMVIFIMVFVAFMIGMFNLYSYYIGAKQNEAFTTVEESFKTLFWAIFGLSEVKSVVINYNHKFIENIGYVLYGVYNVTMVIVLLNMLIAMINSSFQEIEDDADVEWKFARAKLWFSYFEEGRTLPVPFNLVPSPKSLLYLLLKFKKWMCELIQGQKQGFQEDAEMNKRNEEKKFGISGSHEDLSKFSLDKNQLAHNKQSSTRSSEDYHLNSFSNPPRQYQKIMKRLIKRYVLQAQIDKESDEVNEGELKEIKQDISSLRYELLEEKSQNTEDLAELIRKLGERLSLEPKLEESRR
RGS4 pot = RGS4 potentiation or activation; 310,000 compounds, 0.92% hits; B-score at 10 µM; HEK293 M3R/inducible RGS4, carbachol calcium flux Fluo4; hits give low values;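 active = B-score of the integrated calcium signal more than 4 SD below the library mean, with starting fluorescence not abnormally high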;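 also: negative B-score means reduced calcium response which marks RGS4 activation or potentiation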
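Also added: carbachol at ECmax as muscarinic agonist stimulus; Assay system: HEK293 cells with stable M3R and inducible RGS4; Timing: overnight RGS4 induction, 30 min dye load 37 °C, 20 min compound RT; Measured by: Fluo4-AM (2 µM) calcium-flux fluorescence, kinetic read.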
RGS4 block = inhibitors of human RGS4 | P49798 | HEK293 M3R/RGS4 inducible, Fluo-4 calcium flux; hits give high values; triggered by carbachol at its EC20 | 310,000 compounds, 0.45% hits | B-score at 10 µM | AID 463165;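 active = B-score, a plate-corrected calcium signal, over three deviations above library mean, with baseline fluorescence within five deviations of library mean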;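 also: RGS4 expression induced by doxycycline in cells with stable M3 receptor; B-score is computed from the integrated fluorescence ratio over baseline after carbachol; higher B-score means a larger calcium signal and so more RGS4 inhibition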
Target sequence (P49798 whole entry, looked up): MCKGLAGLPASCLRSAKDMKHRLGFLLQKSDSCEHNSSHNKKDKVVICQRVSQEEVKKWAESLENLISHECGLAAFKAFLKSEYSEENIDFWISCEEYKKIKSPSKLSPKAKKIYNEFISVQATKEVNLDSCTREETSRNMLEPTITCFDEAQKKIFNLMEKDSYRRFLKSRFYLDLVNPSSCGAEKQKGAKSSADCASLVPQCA
MrgX1 allo act = allosterically activates human MrgX1 receptor signaling. Q96LB2. MrgX1-HEK293, Fluo-4 calcium flux, FDSS; hits give high values. B-score at 10 µM. 310,000 compounds, 0.63% hits;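 active = plate-corrected calcium response at least 3 library SD above typical, normal starting fluorescence, not activating the receptor alone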;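 also: compound read alongside a low EC10 to EC30 dose of BAM8-22 agonist; peak minus trough fluorescence over baseline measured at the second addition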
TRPC6 activator = activators of mouse TRPC6 channel. AID 2550. HEK293-TRPC6 membrane potential dye fluorescence; hits give high values. B-score at 10 µM. Q61143. 310,000 compounds, 0.13% hits;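 active = B-score of the integrated fluorescence ratio above library mean plus 3 SD, and starting fluorescence ratio within library mean plus 5 SD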;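 also: higher score means more depolarization so channel activation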
MrgX1 ag = agonists of human MrgX1 receptor | MrgX1-HEK293 cells, Fluo-4 calcium fluorescence, agonist mode; hits give high values | Q96LB2 | AID 588627 | B-score at 10 µM | 310,000 compounds, 0.44% hits;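 active = calcium response B-score plate-corrected fluorescence ratio at least 3 library SD, with starting fluorescence B-score inside 5 SD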
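Test system: HEK293 cells stably expressing human MrgX1 receptor; amount: 15,000 cells per well; doses: compound delivered in addition one of three; times: overnight plating before 1 h dye loading; detection: Fluo-4 NW calcium-flux fluorescence, kinetic read; read-out basis: B-scored fluorescence response ratio; controls: positive and negative controls per plate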
MrgX1 antagonist = antagonists of human MrgX1 receptor; Q96LB2; MRGX1-HEK293 calcium flux, Fluo-4, BAM8-22 antagonism; hits give low values; B-score at 10 µM; 310,000 compounds, 1.3% hits; AID 588676;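 active = calcium-response B-score plate-corrected more than 3 library SD below zero, starting fluorescence within 5 deviations, no agonist response on first addition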;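 also: peak minus trough fluorescence over baseline after final BAM8-22 challenge near maximal dose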
TMEM16A act = mouse TMEM16A channel activation, primary screen | Q8BHY3 | HEK293 TMEM16A/YFP-H148Q/I152L, iodide quench fluorescence; hits give low values | B-score at 10 µM | 340,000 compounds, 0.3% hits | AID 623877;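 active = fluorescence-ratio B-score plate-corrected deviation score at least 3 library SD below zero, with starting fluorescence score within 5 deviations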;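 also: channel opened by trigger with iodide after compound preincubation; score built on the fluorescence ratio of max minus min over baseline; more negative score means more quench and so TMEM16A activation or potentiation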
The depositor's hits bear a star; i = inactive; · = not tested or not shown.

SMILES | HDAC3 inh | TMEM16A inh | SKKanGAS inh | TRPC6 inhibitor | RGS4 pot | RGS4 block | MrgX1 allo act | TRPC6 activator | MrgX1 ag | MrgX1 antagonist | TMEM16A act
O=C(NCCN1CCOCC1)c1cc(-c2ccc(Cl)cc2)on1 | 1 | i | 3 | i | i | i | i | i | i | i | i
COc1ccc(Nc2nc(S(=O)(=O)c3ccc(C)cc3)c(Cl)s2)cc1 | -3 | i | 5 | i | i | i | i | i | i | i | i
COc1ccc(C(=O)c2c[nH]c(C(=O)NCc3ccco3)c2)cc1 | 1 | i | 6 | i | i | i | i | i | i | i | i
COc1ccccc1NS(=O)(=O)c1cc(C(=O)N2CCN(C/C=C/c3ccccc3)CC2)ccc1C | -1 | i | 3 | i | i | i | i | i | i | i | i
CC1Nc2ncnc(N3CCc4ccccc4C3)c2N(Cc2ccc(Br)cc2)C1=O (stereo not drawn) | 0 | i | 18 | i | -9* | i | i | i | i | i | i
Nc1nc(-c2ccco2)nn1S(=O)(=O)c1ccc(Cl)cc1 | 5 | i | 4 | i | i | i | i | i | i | i | i
CC(C)CN1CCN(CC#Cc2ccccc2)CC1CCO (stereo not drawn) | 3 | i | -2 | i | i | i | i | i | i | i | i
COc1ccc(C(=O)C[n+]2ccc(-c3nnc4n3CCC4)cc2)cc1 | 8 | i | -1 | i | i | i | i | i | i | i | i
N#CC1=C(N)Oc2c(ccc3ccccc23)C1c1cccs1 (stereo not drawn) | -2 | i | 8 | i | i | i | i | i | i | i | ·
CC1(OC(=O)C2CCCC2)C(=O)C=C2C=C3CCCN3C=C2C1=O (stereo not drawn) | -1 | i | 8 | i | i | i | i | i | i | i | ·
Cc1cc(C(=O)Nc2ccccc2C(=O)O)ccc1NC(=O)COc1cccc([N+](=O)[O-])c1 | -8 | i | 13 | i | i | i | i | i | i | i | i
O=C(NCc1cccs1)NC1CCCCC1 | 0 | i | 3 | i | i | i | i | i | i | i | i
CCCCOC(=O)Nc1ccc(N2CCCCC2)cc1 | -2 | i | -4 | i | i | i | i | i | i | i | i
O=C(NCC1(N2CCCCC2)CCCCC1)c1ccc(S(=O)(=O)N2CCCC2)cc1 | -2 | i | -4 | i | i | i | i | i | i | i | i
COc1ccc(NC2=CC(=O)CC(c3ccc(C)cc3)C2)c(OC)c1 (stereo not drawn) | 10 | i | 2 | i | i | i | i | i | i | i | i
Cc1cc(C(=O)N(C)CC(=O)Nc2cccc(F)c2)no1 | 5 | i | 0 | i | i | i | i | i | i | i | i
CCN(CC)c1nc(C(N)=O)cc(-c2ccccc2)n1 | 3 | i | -5 | i | i | i | i | i | i | i | i
COc1ccc(-n2c(Cc3cccn3C)nnc2SCC(=O)N2CCOCC2)cc1 | 6 | i | -5 | i | i | i | i | i | i | i | i
O=C(Nc1ncc(S(=O)(=O)c2ccc([N+](=O)[O-])cc2)s1)c1cccnc1 | 7 | i | 0 | i | i | i | i | i | i | i | i
O=C(O)CP(=O)(O)O | -11 | i | -5 | i | i | i | i | i | i | i | i
c1cncc(-c2nn[nH]n2)c1 | -7 | i | -16 | i | i | i | i | i | i | i | i
COc1ccc(-c2csc(CCn3nc(C)cc3C)n2)cc1 | 10 | i | -1 | i | i | i | i | i | i | i | i
Oc1ccc(Nc2nc(-c3ccccc3)nc3ccccc23)cc1 | 6 | i | -5 | i | i | i | i | i | i | i | i
COc1ccc(S(=O)(=O)NCc2ccc(C(=O)N(C)Cc3ccco3)cc2)cc1 | -3 | i | -13 | i | i | i | i | i | i | i | i
O=C(Nc1ccccn1)C1CCN(S(=O)(=O)c2ccc3c(c2)OCCCO3)CC1 | · | i | 7 | i | i | i | i | i | i | i | i

Next part.
SMILES | HDAC3 inh | TMEM16A inh | SKKanGAS inh | TRPC6 inhibitor | RGS4 pot | RGS4 block | MrgX1 allo act | TRPC6 activator | MrgX1 ag | MrgX1 antagonist | TMEM16A act
COc1cccc(/C=C2\SC(N3CCC(C)CC3)=NC2=O)c1OC | 10 | i | 13 | i | i | i | i | i | i | i | i
CCCCCn1c(CN2CCN(Cc3ccccc3)CC2)nc2c1c(=O)n(C)c(=O)n2C | -2 | i | 4 | i | i | i | i | i | i | i | i
Cc1ccc(C(=O)Oc2ccc(Cl)c3cccnc23)cc1[N+](=O)[O-] | 3 | i | 51* | i | i | i | i | i | i | i | i
COc1cc(OC)cc(C(=O)Nc2ccc(C(=O)NCC3CCCO3)cc2)c1 (stereo not drawn) | 9 | i | 5 | i | i | i | i | i | i | i | i
O=C(N/N=C/c1c[nH]c2ccccc12)c1cccs1 | 6 | i | -1 | i | i | i | i | i | i | i | i
COc1ccc(CNC(=O)C2CC(c3ccc(OC)cc3)=NO2)cc1 (stereo not drawn) | -1 | 100* | -6 | i | i | i | i | i | i | i | i
c1ccc(COc2ccc(CNCc3cccs3)cc2)cc1 | 2 | i | 2 | i | -8.3* | i | i | i | i | i | i
CCCn1c(SCC(=O)NCc2ccc(Cl)cc2)n[nH]c1=O | 3 | i | -3 | i | i | i | i | i | i | i | i
O=C(/C=C/c1ccco1)NC1CCCC1 | -2 | i | -8 | i | i | i | i | i | i | i | i
COc1ccc(Cl)cc1NS(=O)(=O)c1cccc(C(=O)NCC2(N(C)C)CCCCC2)c1 | 7 | i | -3 | i | i | i | i | i | i | i | i
CCCN(CC(=O)Nc1ccc(F)c(F)c1F)C(=O)c1ccc2c(=O)n3c(nc2c1)CCC3 | -5 | i | 1 | i | i | i | i | i | i | i | i
Cn1cc(/C=C/C(=O)N2CCCC(C(=O)c3cccc(C(F)(F)F)c3)C2)cn1 (stereo not drawn) | 4 | i | 8 | i | i | i | i | i | i | i | i
CC(C)CCSc1cc(NCCO)c([N+](=O)[O-])c2nonc12 | -1 | i | 1 | i | i | i | i | i | i | i | i
COc1ccc(-n2nnnc2/C=C/Nc2cc(C(F)(F)F)ccc2OC)cc1 | -5 | i | 0 | i | i | i | i | i | i | i | i
CC12COC3(C(=O)Nc4ccc(Cl)cn4)CC1CCC32C (stereo not drawn) | 1 | i | -2 | i | i | i | i | i | i | i | i
COc1cc(CNn2c(C)n[nH]c2=S)cc(Cl)c1OCc1ccc(F)cc1 | 2 | i | 2 | i | i | i | i | i | i | i | i
O=C(NCCOc1ccccc1)C1CCC(=O)N(Cc2ccc(Cl)cc2)C1 (stereo not drawn) | 12 | i | 3 | i | i | i | i | i | i | i | i
O=C(Nc1cccc(Cl)c1N1CCOCC1)c1cccnc1 | 5 | i | -5 | i | i | i | i | i | i | i | i
Cn1cc(CC(=O)N2CCN(c3ccccc3F)CC2)c2ccccc21 | -7 | i | 0 | i | i | i | i | i | i | i | i
COc1ccc(/C=C/C(=O)OCC(=O)Nc2ccc(C)cc2)cc1S(=O)(=O)N1CCOCC1 | 2 | i | -7 | i | i | i | i | i | i | i | i
O=C(N/N=C/c1ccc(N2CCOCC2)o1)c1cccc([N+](=O)[O-])c1 | 1 | i | 0 | i | i | i | i | i | i | i | i
O=C(Nc1nnc(Cc2ccccc2)s1)c1cccnc1 | · | i | 3 | i | i | i | i | i | i | i | i
COCc1nnc(NC(=O)C2CC(=O)N(C3CCCCC3)C2)s1 (stereo not drawn) | -5 | i | 11 | i | i | i | i | i | i | i | i
CN1CCc2c(sc3nc(SCC(=O)N4CCCCC4)n(-c4ccccc4)c(=O)c23)C1 | 3 | i | 8 | i | i | i | i | i | i | i | i
CC(CCc1ccccc1)NC(=O)c1ccc(F)cc1 (stereo not drawn) | -2 | i | -2 | i | i | i | i | i | i | i | i

3 entries drawn at random from those above, as already listed:
SMILES | HDAC3 inh | TMEM16A inh | SKKanGAS inh | TRPC6 inhibitor | RGS4 pot | RGS4 block | MrgX1 allo act | TRPC6 activator | MrgX1 ag | MrgX1 antagonist | TMEM16A act
Cn1cc(CC(=O)N2CCN(c3ccccc3F)CC2)c2ccccc21 | -7 | i | 0 | i | i | i | i | i | i | i | i
CC(C)CCSc1cc(NCCO)c([N+](=O)[O-])c2nonc12 | -1 | i | 1 | i | i | i | i | i | i | i | i
c1ccc(COc2ccc(CNCc3cccs3)cc2)cc1 | 2 | i | 2 | i | -8.3* | i | i | i | i | i | i

(list continues)
SMILES | HDAC3 inh | TMEM16A inh | SKKanGAS inh | TRPC6 inhibitor | RGS4 pot | RGS4 block | MrgX1 allo act | TRPC6 activator | MrgX1 ag | MrgX1 antagonist | TMEM16A act
COc1ccc(-c2ccc(OC)c([C@H]3[C@H]4C=CC[C@@H](C)[C@@H]4C(=O)N3Cc3ccccc3)c2)cc1C | -2 | i | 18 | i | i | i | i | i | i | i | i
CCCCCCNC(=O)CC(NS(=O)(=O)c1ccc(OC)cc1)C(C)C (stereo not drawn) | 1 | i | -2 | i | i | i | i | i | i | i | i
COc1ccc(CN2CCN(C(=O)c3cccc4ccccc34)CC2)c(OC)c1OC | -4 | i | -5 | i | i | i | i | i | i | i | i
Cc1ccc(/C=N/Nc2nnc(Cc3ccccc3)c(=O)[nH]2)o1 | 2 | i | -6 | i | i | i | i | i | i | i | i
CCN(CC)C(=O)c1[nH]cnc1C(=O)N[C@@H](C)C(=O)OCc1ccccc1 | -4 | i | 4 | i | i | i | i | i | i | i | i
COc1cccc(NC(=O)CN(C)C(=O)c2ccc3c(c2)S(=O)(=O)N=C2CCCCCN23)c1 | -4 | i | -5 | i | i | i | i | i | i | i | i
COCCNC(=O)C(c1ccc(F)cc1)N(Cc1ccccc1)C(=O)CCC(=O)Nc1nccs1 (stereo not drawn) | 4 | i | 0 | i | i | i | i | i | i | i | i
CC(C)N(C(C)C)S(=O)(=O)c1ccc(NC(=O)c2cnccn2)cc1 | 2 | i | 3 | i | i | i | i | i | i | i | i
O=C(Nc1ccc(F)cc1F)Nc1csc2ccccc12 | 1 | i | -3 | i | i | i | i | i | i | i | i
Cc1cccc2c1NC(=O)C21N2CCCC2C(C(=O)c2ccc3ccccc3c2)C12C(=O)Nc1ccccc12 (stereo not drawn) | -1 | i | 12 | i | i | i | i | i | i | i | ·
CC(=O)c1ccc(N2CCN(C(=O)COc3ccccc3F)CC2)c(F)c1 | 1 | i | 13 | i | i | i | i | i | i | i | i
CCOC(=O)CSc1nc2ccccc2c(=O)n1-c1ccc(C(=O)NCCOC)cc1 | 4 | i | -4 | i | i | i | i | i | i | i | i

Assay outcomes: PubChem BioAssay, several laboratories
